# Screening data from PubChem BioAssay.
# TLR9-MyD88 inh: inhibitors of TLR9-MyD88 association in cells, primary screen, cell-based, CHO, BLA complementation, fluorescence; hit rate 0.21% among 340,000; Toll-like receptor 9 (Homo sapiens) + Myeloid differentiation primary response protein …; AID 504734, 2011; CCF4 FRET ratio; inhibition, % at 4.98 µM;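 active means inhibition above the mean over all tested compounds plus 3 SD, cut at about 21% in these data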;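 further: 0% = DMSO only wells and 100% = clavulanate BLA inhibitor control wells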
# NR5A2 inv ag: LRH-1 (NR5A2) inverse agonists, primary screen, cell-based, luminescence, HEK293T, StAR-luciferase reporter; LRH-1 transfected, 24 h; inhibition, % at 3.6 µM; hit rate 0.13% among 360,000;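 active means inhibition above the mean inhibition of all tested compounds plus 3 SD, cut at about 73% in these data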;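 further: 0% = DMSO wells and 100% = reporter-only cells lacking LRH-1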
# NOD2 RIPK2 PPI: NOD2-RIPK2 binding disruptors in cells, primary screen, fluorescence, CHO cells, BLA complementation. CCF4 ratio. hit rate 0.38% among 360,000. AID 624267, 2012. inhibition, % at 4.98 µM; in the data active means inhibition above about 21%;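 further: 0% = vehicle only and 100% = reference blocker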
# NCOA2 inhibitor: inhibition of GAL4-SRC2 driven luciferase reporter, primary screen, SRC2 inhibitor project, cell-based, luminescence. Nuclear receptor coactivator 2 (Homo sapiens), Q15596. HEK293 GAL4-SRC2 luciferase reporter. inhibition, % at 9 µM. hit rate 0.17% among 370,000. AID 651957, 2012;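 active means inhibition above the mean inhibition of all tested compounds plus 3 SD, set per campaign, cut at about 52% in these data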;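 further: 0% = DMSO treated cells and 100% = cells given Gossypol at 36 µM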
# TROY NFkB inh: inhibitors of TROY-driven NF-kB signaling, primary screen, Q293 LMP1-TROYcd cells, NF-kB luciferase, uHTS. Q293 LMP1-TROYcd NF-kB luciferase reporter, 4 h. inhibition, % at 10 µM. hit rate 0.98% among 360,000;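 active means compounds whose plate-normalised and pattern-corrected inhibition of the luciferase reporter signal at the single screening dose is 50% or more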
# NR2F2 inh: NR2F2 transcriptional activity inhibitors, primary screen, cell-based, luciferase reporter, HEK293T, luminescence; COUP transcription factor 2 (Homo sapiens), P24468; HEK293T NGFI-A luciferase reporter; inhibition, % at 8.6 µM; hit rate 0.7% among 370,000;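 active means inhibition above a per-plate cutoff, mean inhibition of test wells between control levels plus 3 SD, cut at about 38% in these data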;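 further: cells cotransfected with COUP-TFII expression vector driving the NGFI-A reporter; 0% = median of COUP-TF2 test wells and 100% = reporter-only cells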
# Target sequence (P24468 whole entry, looked up): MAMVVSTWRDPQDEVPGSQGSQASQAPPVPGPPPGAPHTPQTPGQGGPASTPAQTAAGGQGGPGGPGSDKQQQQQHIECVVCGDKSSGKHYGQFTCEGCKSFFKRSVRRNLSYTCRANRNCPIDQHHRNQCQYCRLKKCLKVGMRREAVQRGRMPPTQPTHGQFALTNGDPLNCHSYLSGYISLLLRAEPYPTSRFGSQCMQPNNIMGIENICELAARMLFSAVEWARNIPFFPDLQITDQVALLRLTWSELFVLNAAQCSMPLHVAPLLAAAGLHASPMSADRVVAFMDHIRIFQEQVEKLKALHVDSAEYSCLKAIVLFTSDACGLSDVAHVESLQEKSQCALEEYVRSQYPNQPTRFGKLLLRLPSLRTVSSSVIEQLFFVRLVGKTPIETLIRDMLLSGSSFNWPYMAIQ
# LMP1 NFkB inh: EBV LMP1-driven NF-kappaB luciferase reporter inhibitors, primary screen, cell-based, luminescence, single point; inhibition, % at 12.5 µM; hit rate 0.69% among 350,000; AID 504558, 2011; LMP1-induced NF-kappaB luciferase reporter cells; in the data active means inhibition above about 41%; inconclusive means no clear call, values can overlap the other calls;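 further: 0% = neutral control wells and 100% = reference inhibitor control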
# TRAIL sens C8: viability loss with TRAIL in NB7+C8 cells, primary screen, TRAIL sensitizer project, cell-based, ATPlite luminescence. inhibition (viability loss, TRAIL sensitization), % at 10 µM. hit rate 1% among 360,000. AID 624354, 2012;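 active means compounds causing at least 50% loss of cell viability in the single-dose screen, relative to plate controls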
# NCOA3 inh: SRC3 coactivator transcriptional activity inhibitors, primary screen, cell-based, luminescence | Nuclear receptor coactivator 3 (Homo sapiens), Q9Y6Q9 | HEK293 GAL4-SRC3 luciferase reporter | inhibition, % at 3.6 µM | hit rate 0.17% among 360,000;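 active means inhibition above a per-campaign cutoff, the mean of all compounds plus 3 SD, cut at about 60% in these data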;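 further: 0% = DMSO-treated cells and 100% = gossypol-treated cells at 36 µM; higher means less SRC3-driven luciferase light from the GAL4 reporter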
# Vif imaging: HIV Vif self-association inhibitors, primary screen, imaging, HEK293T, single point; AID 602346, 2012; hit rate 0.35% among 340,000; inhibition, % at 7.49 µM; HEK293T cells, Vif self-association by quenched fluorescence, 24 h; in the data active means inhibition above about 50%, passing the limit was not always enough; inconclusive means no clear call, values can overlap the other calls; inactive means below about 31%; further: some results filed as inactive read as strong as hits
# SRC1 inh: SRC1 coactivator transcriptional activity inhibitors, primary screen, cell-based, luminescence | Nuclear receptor coactivator 1 (Homo sapiens), Q15788 | HEK293 GAL4-SRC1 luciferase reporter | inhibition, % at 3.6 µM | hit rate 0.12% among 360,000 | AID 588354, 2011;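 active means inhibition above the campaign mean plus 3 SD, with each screening campaign given its own cutoff, cut at about 60% in these data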;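 further: 0% = DMSO treated cells and 100% = gossypol at 36 µM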
# * hit, by the source's call; u = inconclusive. Not all compounds are listed; rates above refer to the full screens.
SMILES,TLR9-MyD88 inh,NR5A2 inv ag,NOD2 RIPK2 PPI,NCOA2 inhibitor,TROY NFkB inh,NR2F2 inh,LMP1 NFkB inh,TRAIL sens C8,NCOA3 inh,Vif imaging,SRC1 inh
O=C(CCN1CCN(CCO)CC1)N1c2ccccc2Sc2ccc(C(F)(F)F)cc21,-8.3,-23.2,-9.4,-1.7,-5.9,6.0,-9.1,-15.2,1.4,u,12.8
